Source: PubChem BioAssay
KCNQ1 block: blocks the human KCNQ1 potassium channel; AID 2642; B-score at 10 µM; actives 1.3% (n = 310,000); P51787; CHO-K1 KCNQ1, FluxOR thallium flux fluorescence; hits give high values;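 active means compounds whose thallium flux B-score, printed positive for inhibition, exceeds three library SD while starting fluorescence stays within three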;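 further: channel opened by potassium depolarization with thallium stimulus after 20 min compound exposure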
hERG rescue: hERG (human) protection from proarrhythmic block. Q12809. CHO-hERG, FluxOR thallium flux, dofetilide IC70 present. activation (rescue from dofetilide block), less the hit threshold, % at 10 µM. actives 0.51% (n = 310,000). AID 1511;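 active means activation above the mean of controls blocked by dofetilide plus 5 SD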;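 further: thallium influx through hERG after potassium depolarization seen as dye fluorescence rise; in these data hits start at about 4.7%; inactives centre near -7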
KCNK3 block: human KCNK3 channel inhibition, primary screen; AID 602410; actives 0.84% (n = 340,000); CHO-KCNK3 thallium flux, FluxOR fluorescence; hits give low values; O14649; B-score at 10 µM;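 active means B-score under library mean minus 4 SD, starting fluorescence ratio at most library mean plus 5 SD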;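 further: more negative B-score means stronger inhibition of thallium flux through KCNK3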
DYRK1A inh: Dyrk1A (rat) kinase inhibition. Q63470. ADP-Glo luminescence, NFATc1 peptide. inhibition, % at 12.5 µM. actives 0.43% (n = 310,000). AID 504441; in the data active means inhibition above about 50%;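 further: plate controls were vehicle with enzyme for no effect and no enzyme for full effect; many of its hits are not listed in these tables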
KCNQ1 pot: potentiators or activators of human KCNQ1 potassium channel; P51787; CHO-K1 KCNQ1, thallium flux FluxOR fluorescence; hits give high values; B-score at 10 µM; actives 0.35% (n = 310,000);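 active means fluorescence ratio B-score, a plate-corrected score, at least three library SD, with initial intensity B-score within 5 SD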
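System: CHO-K1 cells stably expressing KCNQ1 / Medium: assay buffer for compound exposure, DMSO matched across wells / Reagent: thallium- and potassium-containing depolarizing buffer / Compound: one concentration, matched DMSO / Incubation: 20 min compound pretreatment at room temperature / Measured by: kinetic FluxOR fluorescence, 10 s baseline plus 110 s post-stimulus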
ANO1 activ: activates or potentiates the mouse TMEM16A chloride channel | Q8BHY3 | HEK293 TMEM16A/YFP-H148Q/I152L, iodide quench fluorescence; hits give low values | B-score at 10 µM | actives 0.3% (n = 340,000) | AID 623877;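 active means fluorescence-ratio B-score plate-corrected deviation score at least 3 library SD below zero, with starting fluorescence score within 5 deviations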;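 further: channel opened by trigger with iodide after compound preincubation; score built on the fluorescence ratio of max minus min over baseline; more negative score means more quench and so TMEM16A activation or potentiation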
Target sequence (Q8BHY3 whole entry, looked up): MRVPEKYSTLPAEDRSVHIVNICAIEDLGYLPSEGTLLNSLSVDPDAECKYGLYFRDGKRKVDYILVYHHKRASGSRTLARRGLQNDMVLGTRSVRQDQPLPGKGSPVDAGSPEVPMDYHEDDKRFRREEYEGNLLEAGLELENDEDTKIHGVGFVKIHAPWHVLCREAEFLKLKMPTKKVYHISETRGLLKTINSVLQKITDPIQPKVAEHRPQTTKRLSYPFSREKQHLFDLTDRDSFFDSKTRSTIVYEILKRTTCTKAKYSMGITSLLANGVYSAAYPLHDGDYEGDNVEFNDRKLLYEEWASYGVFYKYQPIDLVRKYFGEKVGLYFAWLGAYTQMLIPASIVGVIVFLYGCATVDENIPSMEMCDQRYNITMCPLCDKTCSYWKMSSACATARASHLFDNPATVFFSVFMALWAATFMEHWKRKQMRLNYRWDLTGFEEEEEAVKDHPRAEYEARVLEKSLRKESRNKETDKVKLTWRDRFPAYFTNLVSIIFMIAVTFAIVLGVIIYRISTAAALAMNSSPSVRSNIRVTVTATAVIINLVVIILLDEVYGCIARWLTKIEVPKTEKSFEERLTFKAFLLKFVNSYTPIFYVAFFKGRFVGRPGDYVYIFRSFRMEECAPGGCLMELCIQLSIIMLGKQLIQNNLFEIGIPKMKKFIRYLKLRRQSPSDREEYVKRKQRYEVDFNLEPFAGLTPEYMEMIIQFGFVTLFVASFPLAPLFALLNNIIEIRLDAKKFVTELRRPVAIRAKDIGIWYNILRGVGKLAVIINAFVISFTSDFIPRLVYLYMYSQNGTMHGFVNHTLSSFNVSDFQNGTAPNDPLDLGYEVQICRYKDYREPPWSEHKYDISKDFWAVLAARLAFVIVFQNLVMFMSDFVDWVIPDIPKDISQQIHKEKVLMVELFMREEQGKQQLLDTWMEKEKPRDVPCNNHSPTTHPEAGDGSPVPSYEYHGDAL
TRPC4 act: activators of mouse TRPC4 channel; AID 2237; actives 0.49% (n = 310,000); B-score at 10 µM; HEK293 TRPC4beta/mu-opioid, Fluo4 calcium fluorescence; hits give high values; Q9QUQ5;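 active means B-score above 5 SD of library B-scores, and initial fluorescence ratio not above library mean plus 5 SD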;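 further: positive B-score marks a calcium rise read as TRPC4 activation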
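Material: TRPC4beta and mu-opioid receptor HEK293 stable cells | Incubation: 45 min room-temperature Fluo4 loading, 110 s read | Detection: Kinetic Fluo4 calcium fluorescence | Measure: Integrated baseline-normalised fluorescence ratio, converted to per-well B score | Benchmarks: Low control buffer alone, high control maximal DAMGO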
TRPC4 PAM: allosterically enhances the mouse TRPC4 cation channel. Q9QUQ5. HEK293 TRPC4beta/mu-opioid, DAMGO EC20, Fluo-4 Ca2+ flux; hits give high values. B-score at 10 µM. actives 0.42% (n = 310,000). AID 2227;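 active means B-score of calcium response area above 5 SD of library B-scores, with initial fluorescence ratio within 5 SD of library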;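 further: B-score of integrated fluorescence ratio over time as area under calcium response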
HDAC3 inhib: blocks human histone deacetylase 3; O15379; recombinant HDAC3, fluorogenic peptide/trypsin coupled, fluorescence; inhibition, % at 8.3 µM; actives 0.15% (n = 320,000); AID 2718; in the data active means inhibition above about 26%, passing the limit was not always enough; inconclusive means no clear call, values can overlap the other calls
KCNK9 inh: inhibitors of human KCNK9 two-pore domain potassium channel; actives 1.2% (n = 310,000); B-score at 10 µM; HEK293 KCNK9, FluxOR thallium flux fluorescence; hits give low values; AID 488922; Q9NPC2;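 active means ratio B-score over 3 SD below the library mean, with starting fluorescence within 5 SD of its mean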;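 further: negative B-score means less thallium flux so channel inhibition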
ANO1 block: inhibitors of mouse TMEM16A calcium-activated chloride channel; Q8BHY3; HEK293 TMEM16A/YFP iodide influx fluorescence, ionomycin; normalized B-score (activity score, 25-100; higher = stronger inhibition) at 10 µM; actives 1.2% (n = 310,000); AID 588511;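 active means ratio plate-corrected score three or more library SD toward inhibition, starting fluorescence score within five deviations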;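 further: score derived from kinetic fluorescence span divided by baseline fluorescence per well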
An asterisk follows results filed as active; i = inactive; u = inconclusive; x = not tested or not shown. This is a subset. The share of hits here may be higher or lower than overall.

SMILES | KCNQ1 block | hERG rescue | KCNK3 block | DYRK1A inh | KCNQ1 pot | ANO1 activ | TRPC4 act | TRPC4 PAM | HDAC3 inhib | KCNK9 inh | ANO1 block
Nc1nc(Nc2ccccc2)nc(NCc2ccccc2)c1[N+](=O)[O-] | i | -4 | i | 10 | i | i | i | i | 9 | i | i
COc1ccc(C(=O)NCc2nnc(SCC(=O)Nc3cc(C)on3)o2)cc1OC | i | -1 | i | x | i | i | i | i | 0 | i | i
CCOC(=O)c1cc(-c2ccc(OC(F)F)cc2)nc2nc(SC)[nH]c(=O)c12 | i | -9 | i | 2 | i | i | i | i | -1 | i | i
Cc1cc(NS(=O)(=O)c2ccc(NC(=O)Nc3cccc(Cl)c3)cc2)no1 | i | -21 | i | 29 | i | i | i | i | -4 | i | i
CCOCCOC(=O)NCCCCCCNC(=O)OCCOCC | i | -14 | i | -3 | i | i | i | i | 1 | i | i
CC/C(=N\NC(=O)c1nnn(-c2nonc2N)c1-c1ccc2c(c1)OCO2)c1ccccc1 | i | -2 | i | 8 | i | i | i | i | 9 | i | i
CN1CCN(C(=O)c2cc3c(n(-c4ccccc4)c2=O)CC(C)(C)CC3=O)CC1 | i | -5 | i | -6 | i | i | i | i | -1 | i | i
C=C1C(C(=O)N2CCOCC2)C1C(=O)N1CCOCC1 (stereo not given) | i | -8 | i | -5 | i | i | i | i | 2 | i | i
COc1ccccc1C(=O)NCC(=O)OC(C)C(=O)NC(=O)NC1CCCCC1 (stereo not given) | i | -4 | i | 2 | i | i | i | i | 9 | i | i
Cc1c(CC(=O)N2CCC(C(N)=O)CC2)c(=O)oc2cc3c(cc12)CCC1(CCCCC1)O3 | i | -19 | i | -4 | i | i | i | i | -116 | i | i
N#CC1=C(N)Oc2cc(O)ccc2C1C1CCCCC1 (stereo not given) | i | -10 | i | 0 | i | i | i | i | 2 | i | i
CCOC(=O)N1CCN(C(=O)CN(C)S(=O)(=O)c2ccc(OCC)cc2)CC1 | i | -1 | i | -1 | i | i | i | i | 5 | i | i
COc1ccc(/C=C(\C#N)C(=O)Nc2cc(S(=O)(=O)N3CCCCC3)ccc2N2CCCCC2)cc1 | i | -7 | i | -5 | i | i | i | i | 2 | i | i
Cc1cccc(C2c3[nH]c4ccccc4c3CCN2C(=O)c2noc3c2CCCC3)n1 (stereo not given) | i | -6 | i | 4 | i | i | i | i | 1 | i | i
CCOCC(=O)Nc1nc2ccccc2s1 | i | -8 | i | 19 | i | i | i | i | 9 | i | i
CC(C)=CC(=O)O[C@H]1[C@@H]2[C@H](C)C(=O)O[C@@H]2C[C@@H](C)[C@@H]2[C@@H](O)CC(=O)[C@]21C | i | -2 | i | -2 | i | i | i | i | 0 | i | i
COc1ccc(C(=O)Nc2ccccc2C(=O)NC(Cc2ccc(O)cc2)C(=O)NNC(=O)c2ccc(C)cc2)cc1 (stereo not given) | i | -14 | i | -6 | i | i | i | i | 2 | i | i
Cc1ccc(S(=O)(=O)N2CCOCC2)cc1NC(=O)CSc1cccc[n+]1[O-] | i | -11 | i | -1 | i | i | i | i | -2 | i | i
O=C(N=Nc1c(O)[nH]c2ccc(Br)cc12)c1cc(-c2cccc3ccccc23)n[nH]1 | i | -10 | i | 0 | i | i | i | i | x | i | i
O=S(=O)(NC1=NCCCCC1)c1cccs1 | i | -2 | i | -8 | i | i | i | i | 1 | i | i
O=C(COC(=O)c1ccc(CO)cc1)NCc1cccs1 | i | -8 | i | -4 | i | i | i | i | 0 | i | i
COc1ccc(C(=O)Nc2ccccc2-c2nnn(CC(=O)Nc3ccc4c(c3)OCCO4)n2)cc1 | i | -1 | i | x | i | i | i | i | 5 | i | i
COC(=O)/C=C1\N/C(=N\c2nc(C)cc(C)n2)N(c2ccc(C)c(C)c2)C1=O | i | -8 | i | -11 | i | i | i | i | 1 | i | i
CC(=O)C1=C(O)C(=O)N(c2ccc(S(=O)(=O)Nc3nccs3)cc2)C1c1ccc(F)cc1 (stereo not given) | i | -6 | i | -4 | i | i | i | i | 6 | i | i
Cc1cc(C)n2ncc(/C(N)=N/OC(=O)Nc3ccccc3)c2n1 | i | -10 | i | 4 | i | i | i | i | 1 | i | i

Whole records, quoted from the list. Order of screens: KCNQ1 block, hERG rescue, KCNK3 block, DYRK1A inh, KCNQ1 pot, ANO1 activ, TRPC4 act, TRPC4 PAM, HDAC3 inhib, KCNK9 inh, ANO1 block
Shown for `Cc1cc(C)n2ncc(/C(N)=N/OC(=O)Nc3ccccc3)c2n1` → i, -10, i, 4, i, i, i, i, 1, i, i
Shown for `CN1CCN(C(=O)c2cc3c(n(-c4ccccc4)c2=O)CC(C)(C)CC3=O)CC1` → i, -5, i, -6, i, i, i, i, -1, i, i

In a second layout: entries from further up.
smiles	KCNQ1 block	hERG rescue	KCNK3 block	DYRK1A inh	KCNQ1 pot	ANO1 activ	TRPC4 act	TRPC4 PAM	HDAC3 inhib	KCNK9 inh	ANO1 block
Nc1nc(Nc2ccccc2)nc(NCc2ccccc2)c1[N+](=O)[O-]	i	-4	i	10	i	i	i	i	9	i	i
COc1ccc(C(=O)NCc2nnc(SCC(=O)Nc3cc(C)on3)o2)cc1OC	i	-1	i	x	i	i	i	i	0	i	i
CCOC(=O)c1cc(-c2ccc(OC(F)F)cc2)nc2nc(SC)[nH]c(=O)c12	i	-9	i	2	i	i	i	i	-1	i	i

(more compounds)
SMILES | KCNQ1 block | hERG rescue | KCNK3 block | DYRK1A inh | KCNQ1 pot | ANO1 activ | TRPC4 act | TRPC4 PAM | HDAC3 inhib | KCNK9 inh | ANO1 block
COc1ccc([C@H]2/C=C\CN(S(=O)(=O)c3ccc4ccccc4c3)[C@@H](C)C(=O)N2Cc2ccc(F)cc2)cc1 | i | -18 | i | 0 | i | i | i | i | u | -7.8* | i
CC(=C/c1ccc(C(C)C)cc1)/C=N/NC(=O)Cn1nnnc1N | i | -11 | i | 5 | i | i | i | i | 10 | i | i
COc1ccc(S(=O)(=O)NCc2ccc(C(=O)N3CCc4ccccc4C3)cc2)cc1 | i | -12 | i | 1 | i | i | i | i | 6 | i | i
O=C(Cc1ccccc1)Nc1ccc(NC(=O)c2ccco2)cc1Cl | i | -4 | i | -7 | i | i | i | i | -7 | i | i
Cc1ccc(-c2nnc(COc3cccc(-n4cnnn4)c3)o2)cc1 | i | -14 | i | -6 | i | i | i | i | -5 | i | i
CC(=O)Nc1cccc(OCCCNC(=O)c2ccc(F)cc2)c1 | i | -8 | i | x | i | i | i | i | -3 | i | i
O=C(/C=C/c1ccccc1)N1c2ccccc2Sc2ccc(C(F)(F)F)cc21 | i | -14 | i | -4 | i | i | i | i | 0 | -9.2* | i
COC(=O)c1ccccc1NC(=O)C/C(C)=N/NC(=O)CC#N | i | -7 | i | -2 | i | i | i | i | 6 | i | i
Cc1cc(C)cc(OCC(=O)Nc2ccc3c(c2)OCCO3)c1 | i | -6 | i | 6 | i | i | i | i | -3 | i | i
O=C(O)c1ccc(Nc2nc3ccccc3nc2NS(=O)(=O)c2cccs2)cc1 | i | -5 | i | 4 | i | i | i | i | -25 | i | i
COc1cc(C(O)P(=O)(OCC(C)C)OCC(C)C)cc(OC)c1OC (stereo not given) | i | -2 | i | -2 | i | i | i | i | 6 | i | i
O=C(Nc1ccc(Cl)cc1C(=O)N1CCOCC1)c1cccc([N+](=O)[O-])c1 | i | -8 | x | x | i | x | i | i | -2 | i | i
COc1cc(C2=NOC(C(=O)Nc3cccnc3)C2)cc(OC)c1OC (stereo not given) | i | -6 | i | 4 | i | i | i | i | -4 | i | i
O=C(Cn1ccc(=O)[nH]c1=O)NCCO | i | -6 | i | 6 | i | i | i | i | 4 | i | i
CCc1c(C)nc2ncnn2c1Nc1ccc(C#N)c(Cl)c1 | i | -9 | i | 1 | i | i | i | i | 3 | i | i
COc1ccc2[nH]c3nc(SCC(=O)Nc4ccc5c(c4)OCO5)nnc3c2c1 | i | -8 | i | 5 | i | i | i | i | -27 | i | i
CCNS(=O)(=O)c1ccc(CCC(=O)NCc2cccnc2)cc1 | i | -6 | i | -10 | i | i | i | i | -1 | i | i
O=C(OCc1ccccc1)C1CCCN1C(=O)c1ccccc1[N+](=O)[O-] (stereo not given) | i | -5 | i | 3 | i | i | i | i | 10 | i | i
CCOC(=O)C1=C(C)N=C2SC(CC)C(=O)N2C1c1cccc(F)c1 (stereo not given) | i | -12 | i | 2 | i | i | i | i | 13 | -12* | i
O=C(NCc1cccnc1)C1CCCN(S(=O)(=O)c2cccc3nsnc23)C1 (stereo not given) | i | -5 | i | -1 | i | i | i | i | 4 | i | i
COCCCNC(=S)N1CCC(C(=O)c2ccc3c(c2)OCCO3)CC1 | i | -11 | i | 1 | i | i | i | i | -1 | i | i
O=C(COC(=O)C1CCN(S(=O)(=O)c2cccs2)CC1)Nc1ccc(F)cc1F | i | -15 | i | 12 | i | i | i | i | -3 | i | i
CN(CC(=O)Nc1ccc(N2CCOCC2)cc1)C(=O)CCNC(=O)c1ccc(Br)cc1 | i | -11 | i | x | i | i | i | i | x | i | i
CC(=O)c1ccc(Nc2c3c(nc4ccccc24)CCCC3)cc1 | i | -10 | i | 1 | i | i | i | i | x | i | i
NC(=O)c1nn(-c2ccc(Cl)cc2Cl)c(=O)cc1O | i | -3 | i | 10 | i | i | i | i | 2 | i | i
S=C(Nc1ccccn1)Nc1ccccc1Cl | i | -10 | i | 1 | i | i | i | i | 0 | i | i
COc1ccccc1-n1c(-c2cn(C)nc2C)n[nH]c1=S | i | -5 | i | 0 | i | i | i | i | -1 | i | i

Entries above shown as hits in KCNK9 inh:
SMILES	KCNQ1 block	KCNK3 block	DYRK1A inh	KCNQ1 pot	ANO1 activ	TRPC4 PAM	HDAC3 inhib	KCNK9 inh
COc1ccc([C@H]2/C=C\CN(S(=O)(=O)c3ccc4ccccc4c3)[C@@H](C)C(=O)N2Cc2ccc(F)cc2)cc1	i	i	0	i	i	i	u	-7.8*
O=C(/C=C/c1ccccc1)N1c2ccccc2Sc2ccc(C(F)(F)F)cc21	i	i	-4	i	i	i	0	-9.2*
CCOC(=O)C1=C(C)N=C2SC(CC)C(=O)N2C1c1cccc(F)c1 (stereo not given)	i	i	2	i	i	i	13	-12*

Some values from the results shown:
DYRK1A inh with O=C(/C=C/c1ccccc1)N1c2ccccc2Sc2ccc(C(F)(F)F)cc21 reads -4
hERG rescue with CCOCC(=O)Nc1nc2ccccc2s1 reads -8
hERG rescue with CCOCCOC(=O)NCCCCCCNC(=O)OCCOCC reads -14
hERG rescue with COc1ccc(C(=O)NCc2nnc(SCC(=O)Nc3cc(C)on3)o2)cc1OC reads -1
